# Neddyl block = blocks human cullin neddylation | calls only at 25 µM | P61081+Q13564 | 360,000 tested, 0.58% active | TR-FRET cullin neddylation, biochemical; in the data active = inhibition above about 36%
# Target sequence (P61081 whole entry, looked up): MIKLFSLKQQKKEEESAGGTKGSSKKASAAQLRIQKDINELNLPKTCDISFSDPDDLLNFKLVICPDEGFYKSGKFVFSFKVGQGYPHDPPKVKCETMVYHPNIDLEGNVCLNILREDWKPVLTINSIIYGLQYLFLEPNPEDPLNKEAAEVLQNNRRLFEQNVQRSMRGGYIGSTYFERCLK
# Target sequence (Q13564 whole entry, looked up): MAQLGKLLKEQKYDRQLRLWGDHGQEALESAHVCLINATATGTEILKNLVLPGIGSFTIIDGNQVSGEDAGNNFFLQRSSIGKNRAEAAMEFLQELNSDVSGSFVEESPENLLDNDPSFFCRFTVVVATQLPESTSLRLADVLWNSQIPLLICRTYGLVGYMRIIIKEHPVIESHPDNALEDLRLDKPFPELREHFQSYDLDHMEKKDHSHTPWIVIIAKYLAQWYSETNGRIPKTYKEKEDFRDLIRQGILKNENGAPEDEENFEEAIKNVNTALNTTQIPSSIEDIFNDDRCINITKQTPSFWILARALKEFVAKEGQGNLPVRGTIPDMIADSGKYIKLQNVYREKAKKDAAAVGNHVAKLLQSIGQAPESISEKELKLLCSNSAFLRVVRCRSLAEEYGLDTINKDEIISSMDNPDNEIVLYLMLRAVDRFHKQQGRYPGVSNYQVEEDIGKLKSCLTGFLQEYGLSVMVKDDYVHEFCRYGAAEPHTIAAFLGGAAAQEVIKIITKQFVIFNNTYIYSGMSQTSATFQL
# SKN-1 block = C. elegans SKN-1 inhibition | C. elegans VP596 Pgst-4::GFP/RFP ratio, acrylamide-induced, 24 h | inhibition, % at 21.8 µM | 360,000 tested, 0.49% active | AID 624304;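 active = interference check ratio from 0.5 to 1.5 plus GFP to RFP signal ratio inhibition reaching or exceeding a fixed threshold, cut at about 30% in these data, passing the limit was not always enough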; also: some compounds called inactive have numbers as strong as hits
# Rin1-Abl PPI inh = inhibitors of human Rin1-Abl protein interaction. P00519+Q13671. TR-FRET Rin1/Abl binding, biochemical. inhibition, % at 7.35 µM. 360,000 tested, 0.4% active. AID 588664; in the data active = inhibition above about 5%, passing the limit was not always enough
# CendR NRP1 mod = NRP-1/CendR interaction modulation; AID 602438; 360,000 tested, 0.85% active; O14786; FAM-RPARPAR peptide binding to NRP-1, fluorescence polarization; inhibition, % at 25 µM;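 active = inhibition or corrected inhibition above about 18%, plus a signal ratio from 0.5 to 1.5, limit read from the data, passing the limit was not always enough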; also: strong numbers were not always called active
# MT1-MMP act inh = MT1-MMP (human) activation inhibition; P50281; GFP/RFP ratio change, % at 20 µM; HT1080 RFP-PRO-GFP cells, GFP/RFP ratio fluorescence, overnight; percent of plate control window, DMSO zero; 360,000 tested, 0.061% active;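 active = GFP/RFP ratio change of at least 30% with cell ATP level not reduced by more than half and red fluorescence within 50% of control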; also: strong numbers were not always called active
#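 Material: RFP-PRO-GFP reporter HT1080 cells. Dosing: single-point 20 µM compound, 1% DMSO. Controls: DMSO and RFP-L50D-GFP cell wells. Timing: cells overnight before dosing, compound overnight, 37 °C, 5% CO2. Measure: GFP/RFP fluorescence ratio.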
# MsrA act = activates bovine MsrA enzyme. purified bovine MsrA, absorbance read-out. activation, % at 10.6 µM. AID 602163. 360,000 tested, 0.3% active; in the data active = activation above about 7.5%;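 also: 0% = vehicle and 100% = reference activator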
# FAS TE block = FAS thioesterase (human) inhibition; 360,000 tested, 0.67% active; recombinant FAS-TE, OMFH fluorogenic substrate, fluorescence endpoint; AID 602261; inhibition, % at 15 µM;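 active = compounds whose normalised, plate-corrected inhibition of enzyme fluorescence in the single-dose primary screen is 50% or more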;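 also: 0% = DMSO with enzyme and 100% = substrate without enzyme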
# MsrA inhibitor = bovine MsrA inhibition. purified bovine MsrA, absorbance read-out. inhibition, % at 15.5 µM. 360,000 tested, 0.75% active. AID 651718; in the data active = inhibition above about 4.5%;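 also: 0% = vehicle wells with enzyme and 100% = reference inhibitor wells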
# eLon inh = inhibits E. coli Lon protease | purified E. coli Lon protease, fluorescence polarization | P0A9M0 | AID 602123 | inhibition, % at 7.94 µM | 360,000 tested, 0.42% active; in the data active = inhibition above about 13%, passing the limit was not always enough;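 also: 0% = enzyme with probe and DMSO and 100% = no enzyme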
# Numbers without * were called inactive; i = inactive; . = no result given.
SMILES,Neddyl block,SKN-1 block,Rin1-Abl PPI inh,CendR NRP1 mod,MT1-MMP act inh,MsrA act,FAS TE block,MsrA inhibitor,eLon inh
NC(=O)c1cc2ccccc2o/c1=N/NC(=O)c1cccc(Cl)c1,i,-3,4,4,1,1,-3,-0.2,-1
O=C(Nc1ccc(S(=O)(=O)N2CCOCC2)cc1)c1ccc(S(=O)(=O)N2CCOCC2)cc1,i,19,3,4,4,-8,5,-1.6,6
CCn1nc(C)c(CN2CCC(C(=O)Nc3cccc(-c4cccc(F)c4)c3)CC2)c1C,i,-13,4,4,0,-1,-4,0.3,-6
COc1ccc(S(=O)(=O)N2CCC(C(=O)NCCC(=O)Nc3ccccc3OC)CC2)cc1,i,3,1,-11,-2,0,-4,1.0,0
Cc1ccc(S(=O)(=O)N2CCOCC2)cc1NC(=O)COC(=O)c1ccco1,i,-4,-1,3,5,-5,-6,-0.5,-1
O=C(O)c1cccc2c3c([nH]c12)CCCC3,i,-11,2,5,-2,-3,-5,0.6,1
COC(=O)c1sccc1NC(=O)c1ccc(Cl)s1,i,12,0,-12,-5,-2,0,.,2
O=c1[nH]c2ccccc2nc1Cc1ccc(Cl)cc1,i,2,-2,-13,2,-5,4,-0.3,-6
O=C(Oc1ccc(C(=S)N2CCOCC2)cc1)c1ccc([N+](=O)[O-])cc1[N+](=O)[O-],i,10,-1,3,0,-2,32,-0.1,-5
O=C(NCN1CCN(c2ccccc2)CC1)c1cnccn1,i,1,-2,-6,2,-3,-3,-0.5,-4
CNC(=O)CN(c1cccc(Br)c1)S(C)(=O)=O,i,2,-1,-2,-1,-2,-8,-0.9,6
CC(C)(C)C1CCC(=NNC(=O)CC(=O)NCc2ccccc2)CC1 (configuration not stated),i,4,-2,-2,3,-4,-2,-1.0,4
Cc1ccc(C)c(NS(=O)(=O)c2cc(C(=O)NCCC3=CCCCC3)ccc2C)c1,i,5,-2,-4,-21,-1,24,-2.6,8
CCOc1ccc(NC(=O)CCNS(=O)(=O)c2ccc(Br)s2)cc1,i,7,-2,4,1,-8,-6,-0.9,2
CCN(CC)C(=S)SCC(=O)Nc1nc(=O)c2ccccc2s1,i,15,-2,0,4,1,-7,-0.8,4
Cc1ccc(C)c(S(=O)(=O)Nc2ccc(S(=O)(=O)Nc3onc(C)c3C)cc2)c1,i,13,1,-4,3,0,-6,0.2,2
Cc1ccn2cc(CCNC(=O)CC3CCCCC3)nc2c1,i,10,5,8,4,-5,-1,0.8,-6
C[C@H](NC(=O)c1[nH]cnc1C(=O)Nc1ccc(CNC(=O)OC(C)(C)C)cc1)C(=O)OC(C)(C)C,i,-23,1,9,4,0,16,-0.2,0
CCn1c(SCC(=O)Nc2ccccc2N2CCCCC2)nc2c1c(=O)n(C)c(=O)n2C,i,12,1,8,4,-3,24,0.0,9
Nc1nc(-c2ccccc2)c(CCCOc2ccc([N+](=O)[O-])cc2)c(=O)[nH]1,i,0,4,-4,0,1,5,-0.8,-11
CCCCCCc1ccc(N2C[C@H](Cc3ccccc3)[C@@H](CC(=O)NCc3ccc(OC)cc3)C2=O)cc1,i,14,2,-2,0,1,21,0.4,5
CCOc1ccc(CN(C)CC(=O)NNC(=O)c2ccc(Cl)cc2)cc1OC,i,-4,1,-5,0,-3,-18,0.1,-2
Cc1ccccc1S(=O)(=O)NC(=O)C1(C)CCN1C(=O)CC1CCCC1 (configuration not stated),i,3,3,-1,-3,-6,-6,-0.1,2
CCCNC(=O)[C@@H]1CCCN1C(=O)C1CCN(S(=O)(=O)c2ccc(C)cc2)CC1,i,9,3,3,1,-6,-8,0.6,3
O=C(c1ccc2c(c1)CCC2)N1CCN(Cc2ccccc2)CC1,i,-14,-4,-14,-3,-3,2,-1.2,-5
Cc1ccc(CN2CCSc3ccc(C(=O)NCc4cccnc4)cc32)cc1,i,1,1,-6,-2,-2,4,1.3,9
CCN(CC(=O)NC1CCCC1)S(=O)(=O)c1ccc(Br)cc1,i,3,1,1,-3,-4,0,-0.9,1
CC1=C(C(=O)OCC(C)C)C2(O)C(=O)c3ccccc3C2(O)N1 (configuration not stated),i,6,2,-3,6,-4,-5,0.5,-13
COCCNC(=O)C1(C)C=CC2(CCCCC2)N1C(=O)c1ccccc1 (configuration not stated),i,15,5,4,3,0,-8,0.0,0
Cc1ccc(S(=O)(=O)NNC(=O)c2ccc(O)cc2)cc1,i,4,-1,9,7,-4,-10,-0.6,-5
CC1(C)Cc2c(C#N)c(N)sc(=S)c2CS1,i,31,0,-26,-26,0,-9,-0.2,9
O=C1NC(Cc2ccc(O)cc2)c2nc3ccc(Cl)cc3c(=O)n2-c2cc3ccccc3cc21 (configuration not stated),i,4,-2,-10,-27,-3,19,2.5,-2
CCCn1c(SCC(=O)Nc2c(C)cccc2CC)nnc1C(C)C,i,10,-1,-7,-1,-2,-4,1.0,6
Cn1cnc2cc(NCc3ccccc3Cl)ccc21,i,1,0,2,10,0,-4,0.1,-3
COc1ccc(Cc2noc(CN(C)CC3CCN(Cc4ccccc4)CC3)n2)cc1OC,i,-3,-1,-3,1,0,-5,2.6,3
Clc1ccccc1C1SCC2Nc3ccccc3CN21 (configuration not stated),i,-4,-1,-5,-1,-4,7,-0.1,1
COc1ccc(NS(=O)(=O)c2cc(NC(=O)c3ccc(C)s3)ccc2N2CCOCC2)cc1,i,0,2,5,1,-11,20,2.0,-1
Cc1cccn2c(=O)c(C=O)c(N3CCSCC3)nc12,i,2,-5,-11,-3,-4,1,0.3,-8
Cc1nnc2ccc(-c3ccc(NC(=O)Cc4cccs4)cc3)nn12,i,4,-9,-3,5,-1,-3,0.3,3
Cc1oc(-c2ccc3c(c2)OCCO3)cc1C(=O)NC(Cc1ccccc1)C(=O)O (configuration not stated),i,-9,0,-5,1,-3,-2,-0.7,1
Cc1nn(C(C)C(=O)O)c(=O)c2ccccc12 (configuration not stated),i,6,1,-4,-8,-1,-2,-0.8,4
CN(C)CC(O)CN(c1ccccc1)c1ccccc1 (configuration not stated),i,6,-1,-11,0,-2,-7,0.8,0
O=C(Nc1ccc(N2CCCC2)cc1)c1ccccc1F,i,6,-3,-28,-10,-3,-8,1.3,-16
COc1cc2cc(CCOC(=O)N3CCCCC3)oc(=O)c2cc1OC,i,5,0,-7,4,-4,-1,0.3,1
CNc1cc(-c2cc(OC)ccc2OC)ncn1,.,0,0,1,-2,-1,-7,0.6,0
COc1ccc(OC)c(S(=O)(=O)Nc2cccnc2)c1,i,-13,2,3,3,-12,-6,-0.8,-7
Cc1csc(=O)n1CC(=O)OCC(=O)N(CC(C)C)c1c(N)n(Cc2ccccc2)c(=O)[nH]c1=O,i,12,8,-10,-4,-2,-4,-1.2,-7
COc1ccc(CN(CC(=O)NCc2ccc(F)cc2)C(=O)CCC(=O)Nc2ccccn2)cc1,i,-2,0,7,-3,0,1,-0.2,10
CN(c1ccccc1)c1nc(N)c([N+](=O)[O-])c(NC2CCCCC2)n1,i,16,3,-2,2,-2,21,-0.8,-4
CCOC(=O)c1c(CS(=O)(=O)c2ccccc2)n(C)c2cc(Br)c(O)c(CN(C)C)c12,i,2,1,12,2,-6,-7,1.8,-1

# Ordered by SMILES length (descending): some entries from above
SMILES,Neddyl block,SKN-1 block,Rin1-Abl PPI inh,CendR NRP1 mod,MT1-MMP act inh,MsrA act,FAS TE block,MsrA inhibitor,eLon inh
Cc1csc(=O)n1CC(=O)OCC(=O)N(CC(C)C)c1c(N)n(Cc2ccccc2)c(=O)[nH]c1=O,i,12,8,-10,-4,-2,-4,-1.2,-7
CCOC(=O)c1c(CS(=O)(=O)c2ccccc2)n(C)c2cc(Br)c(O)c(CN(C)C)c12,i,2,1,12,2,-6,-7,1.8,-1
COc1ccc(OC)c(S(=O)(=O)Nc2cccnc2)c1,i,-13,2,3,3,-12,-6,-0.8,-7
O=C(Nc1ccc(N2CCCC2)cc1)c1ccccc1F,i,6,-3,-28,-10,-3,-8,1.3,-16
CN(C)CC(O)CN(c1ccccc1)c1ccccc1 (configuration not stated),i,6,-1,-11,0,-2,-7,0.8,0
CNc1cc(-c2cc(OC)ccc2OC)ncn1,.,0,0,1,-2,-1,-7,0.6,0

# (cont.)
SMILES,Neddyl block,SKN-1 block,Rin1-Abl PPI inh,CendR NRP1 mod,MT1-MMP act inh,MsrA act,FAS TE block,MsrA inhibitor,eLon inh
Cc1ccc(C)c(S(=O)(=O)NCC(=O)Nc2ccc3c(c2)OCO3)c1,i,7,5,12,1,-6,-2,0.9,2
COc1ccc(C(=O)Nc2cc(Cl)ccc2-n2cncn2)c(OC)c1OC,i,0,0,-5,-2,0,2,0.3,-10
COC(=O)c1sccc1NC(=O)c1c(Cl)cnn1C,i,-4,0,5,-3,1,-2,-0.8,-7
CCOc1cccc(N2C(=O)CC(NCc3ccc(S(N)(=O)=O)cc3)C2=O)c1 (configuration not stated),i,10,-4,-11,3,1,-6,1.0,-6
COC(=O)C1=C(NC(=O)COc2ccc(Cl)cc2Cl)CCS1,i,3,0,-4,0,-5,-5,-1.6,-16
COc1ccccc1COCC(O)CNCCc1ccc(C(F)(F)F)cc1 (configuration not stated),i,-2,4,7,0,-1,0,-1.1,2
COc1cccc2sc3cc(NCCCN4CCOCC4)ccc3c(=O)c12,i,11,-13,-2,7,-3,-11,1.1,0
Cc1ccc(NC(=O)c2ccccc2)cc1C,i,20,1,16,2,-4,-7,-0.7,14
O=C(Cn1c(=O)n(-c2ccccc2)c(=O)c2sccc21)N1CCCC1,i,16,0,13,-3,-4,-8,2.2,-9
O=C1C=C(N2CCCCC2)c2ccccc2C1=O,i,16,-2,9,-4,2,18,0.2,-6
Cc1cc(S(=O)(=O)NC[C@H]2O[C@@H](n3cnc4c(N)ncnc43)[C@H](O)[C@@H]2O)c(C)s1,i,7,-2,-9,0,-7,-5,-0.5,-2
CC1C/C(=C\c2cccnc2)C(=O)/C(=C/c2cccnc2)C1 (configuration not stated),i,-5,0,7,-5,-10,-5,5.2*,7
O=C(CNC(=O)c1cccs1)OCC(=O)c1ccccc1Cl,i,-3,-3,-9,3,-2,-8,0.5,-3
CSc1nc(S(=O)(=O)c2ccc(C)cc2)c(Cl)s1,i,-8,-3,-3,2,-3,10,-0.6,8
CN(C)/C=N/n1cnc2ccccc2c1=O,i,14,-3,6,-1,-2,-7,-1.6,1
CCc1c(C)nc(N)n2c(SCC(=O)NC3CCCCC3)nnc12,i,-4,2,6,0,-1,-2,0.0,-14
COC(=O)c1cccc(NC(=O)c2cc(OC)c(OC)c(OC)c2Br)c1,i,12,-2,3,-3,-6,2,0.1,-3
COc1ccc(CCN(C)C(=S)NC(=O)c2ccc(F)cc2Cl)cc1OC,i,3,-3,2,4,-3,-2,0.1,6
COc1cc2sc(NC(=O)c3ccco3)nc2cc1Cl,.,-16,-1,-8,6,-3,-6,1.8,-13
CCCN1CCC(=O)N([C@H](CSc2ccc(C)cc2)CC(C)C)CC1,i,-5,0,16,3,-1,-6,1.5,1
CCN(CC)S(=O)(=O)c1ccc(C(=O)Nc2ncn(Cc3ccccc3)n2)cc1,i,6,2,0,2,-2,0,-0.7,-6
CCCN1CCN(C(=O)c2ccccc2-c2nc3ccccc3s2)CC1,i,0,1,-10,-2,-7,4,0.9,-2
Cc1ccccc1C(=O)NCC(=O)Nc1ccc(C)c(S(=O)(=O)N2CCCCCC2)c1,i,-20,0,2,4,-1,4,0.9,-3
O=C(CSc1ncn[nH]1)Nc1cccc2ccccc12,i,-10,-6,5,-2,0,-9,0.4,-9
Cc1cccc2c(N)c3c(nc12)N(C)CC3,i,-1,2,-5,-1,-4,-9,0.3,-21
COc1cc(C(C[N+](=O)[O-])c2c(C)[nH]c3ccccc23)ccc1O (configuration not stated),i,17,4,-17,17,-5,-6,0.5,-4
COc1ccc(-c2cc(C(=O)NCC(C)C)no2)cc1,i,20,-2,12,4,-3,-7,-0.4,1
O=C(Cc1ccccc1)Nc1ccc(NC(=S)NC(=O)c2ccccc2)cc1,i,0,2,16,1,-4,12,-0.5,1
CCOC(=O)c1ccoc1CN1CCN(S(=O)(=O)c2ccc(C)c(C)c2)CC1,i,10,1,8,0,0,14,0.2,-1
